ASK1 inh = inhibitors of human ASK1 kinase; Q99683; AlphaScreen MKK6 phosphorylation by ASK1, luminescence; inhibition, % at 7.44 µM; hit rate 0.99% among 22,000; AID 1159602; in the data active = inhibition above about 35%;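 also: 0% = median of compound wells and 100% = no enzyme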
Target sequence (Q99683 whole entry, looked up): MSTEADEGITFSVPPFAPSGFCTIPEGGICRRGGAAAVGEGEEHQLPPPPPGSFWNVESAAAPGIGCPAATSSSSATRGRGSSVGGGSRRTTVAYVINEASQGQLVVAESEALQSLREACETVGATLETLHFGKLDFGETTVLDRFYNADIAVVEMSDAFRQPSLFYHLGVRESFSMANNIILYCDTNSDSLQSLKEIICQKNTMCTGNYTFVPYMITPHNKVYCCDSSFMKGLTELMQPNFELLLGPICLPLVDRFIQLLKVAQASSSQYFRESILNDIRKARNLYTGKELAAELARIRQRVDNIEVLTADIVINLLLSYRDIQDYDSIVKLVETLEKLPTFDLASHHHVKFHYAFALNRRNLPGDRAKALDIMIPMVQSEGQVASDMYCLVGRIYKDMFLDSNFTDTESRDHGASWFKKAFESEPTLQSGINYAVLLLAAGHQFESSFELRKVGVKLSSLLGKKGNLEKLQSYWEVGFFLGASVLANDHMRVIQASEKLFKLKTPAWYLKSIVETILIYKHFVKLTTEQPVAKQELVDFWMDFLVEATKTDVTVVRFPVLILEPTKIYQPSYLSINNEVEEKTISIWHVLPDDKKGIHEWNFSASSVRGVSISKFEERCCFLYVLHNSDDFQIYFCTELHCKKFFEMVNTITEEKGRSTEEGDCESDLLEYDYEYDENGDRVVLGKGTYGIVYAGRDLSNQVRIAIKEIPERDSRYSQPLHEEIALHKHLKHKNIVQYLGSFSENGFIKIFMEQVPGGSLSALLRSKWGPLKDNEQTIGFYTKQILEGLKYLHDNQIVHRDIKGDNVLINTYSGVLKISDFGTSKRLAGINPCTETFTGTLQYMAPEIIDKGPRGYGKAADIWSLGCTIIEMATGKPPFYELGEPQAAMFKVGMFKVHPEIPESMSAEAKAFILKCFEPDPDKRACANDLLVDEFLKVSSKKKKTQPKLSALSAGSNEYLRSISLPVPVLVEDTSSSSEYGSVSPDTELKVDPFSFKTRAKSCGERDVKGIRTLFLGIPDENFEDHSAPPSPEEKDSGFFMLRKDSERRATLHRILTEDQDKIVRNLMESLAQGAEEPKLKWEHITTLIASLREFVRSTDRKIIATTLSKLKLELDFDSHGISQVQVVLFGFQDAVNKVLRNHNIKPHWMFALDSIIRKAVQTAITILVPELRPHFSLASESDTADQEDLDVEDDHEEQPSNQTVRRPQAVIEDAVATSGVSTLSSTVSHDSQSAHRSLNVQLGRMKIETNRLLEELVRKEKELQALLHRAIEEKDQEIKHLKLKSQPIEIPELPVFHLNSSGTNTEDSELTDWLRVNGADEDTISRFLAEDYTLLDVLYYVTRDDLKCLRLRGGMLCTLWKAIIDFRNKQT
ULK1 inh = blocks human autophagy kinase ULK1; O75385; AlphaScreen Atg13 phosphorylation by ULK1, luminescence; inhibition, % at 5.96 µM; hit rate 1.9% among 30,000; in the data active = inhibition above about 43%;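 also: 0% = median of compound wells and 100% = no enzyme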
An asterisk follows results filed as active; . = no result given.

ASK1 inh	ULK1 inh	canonical_smiles
-13	13	CC(C)N(CCNc1nc(Nc2ncccn2)nc2c1ncn2-c1ccccc1)C(C)C
13	10	Cc1ncn(-c2ccc(Nc3nccc(-c4cc(C#N)cc(N5CCC(O)C5)c4)n3)cc2)n1 (stereo unspecified)
25	7	c1ccc(Nc2nc(N3CCN(Cc4ccc5c(c4)OCO5)CC3)nc3c2ncn3C2CCCCC2)cc1
11	4	CC(C)N(CCNc1nc(Nc2ccc(N3CCOCC3)cc2)nc2c1ncn2C1CCCCC1)C(C)C
15	-11	CN1CCN(c2ccc(-c3nc(NCc4cccc(C(F)(F)F)c4)c4ncn(-c5ccsc5)c4n3)cc2)CC1
-6	-1	FC(F)(F)c1ccc(Cn2cnc3c(NC4CC4)nc(NCCN4CCOCC4)nc32)cc1
-5	14	Cn1c(Nc2nc(NCCOc3ccccc3)c3ncn(CCN4CCCC4=O)c3n2)nc2ccccc21
-10	-16	CC(C)N(CCNC(=O)C1CCN(c2ccc(Nc3ccc4ncccc4c3)nn2)CC1)C(C)C
2	-1	O=C(Nc1ccc2c(c1)OCO2)c1cccc(Cl)n1
14	-6	Oc1ccc(CCNc2nc(NCc3ccc4c(c3)OCO4)nc3c2ncn3C2CCCCC2)cc1
.	7	COc1ccc(CC(=O)NCc2nnnn2-c2ccc(Cl)cc2)cc1
.	-1	CN1CCC(N(C(=O)c2c(F)cccc2F)C2CCN(Cc3ccccc3)CC2)CC1
1	8	O=C1CCCN1CCCNc1nc(NCCN2CCOCC2)nc2c1ncn2-c1ccsc1
15	-3	Cc1nn(C)c(C)c1-c1cc(C(=O)NCCN2CCOCC2)ccn1
.	0	OCc1ccc(Cl)cc1Cl
2	10	CC(C)N(CCNc1nc(Nc2cccnc2)nc2c1ncn2-c1ccccc1)C(C)C
-14	-9	Cc1cc(NCCc2ccc(O)cc2)nc(N2CCN(c3ccccn3)CC2)n1
.	2	COc1cc(OC)nc(Oc2ccccc2/C=N/NC(N)=S)n1
-8	-13	O=C(NCc1nc2ccccc2[nH]1)c1ccc2nc(NCc3ccc4c(c3)OCO4)sc2c1
-28	-7	O=C(Nc1cccc2c(=O)[nH]ccc12)C1COc2ccccc2O1 (stereo unspecified)
11	7	CCCNC(=O)c1ccc2nc(-c3ccc(C(N)=O)cc3)sc2c1
2	4	Cc1cccc(CC(=O)Nc2cnn(-c3ccc(C(=O)N4CC[C@@H](N(C)C)C4)cc3)c2)c1
.	-4	CCC(=O)Nc1ccc(C(=O)NNC(=O)c2ccc(Cl)cc2Cl)cc1
-2	-9	Cc1cnc(-c2cccc(N)c2)nc1NCCOc1ccccc1
.	-15	CN1CCN(c2cc3c(nn2)Oc2ccccc2N3C)CC1
-7	2	O=C(Nc1ccc2[nH]ncc2c1)[C@H]1C[C@H](O)CN1C(=O)c1ccc(F)cc1
27	-4	O=C(O)c1ccc2c(c1)CC(c1nc3ccc(-c4cn[nH]c4)cc3c(=O)[nH]1)CO2 (stereo unspecified)
-12	7	CC(C)n1cnc2c(NC3CCN(Cc4ccccc4)CC3)nc(Nc3cccnc3)nc21
-6	-7	O=C(Nc1ccccc1)c1cccc(N2CCN(Cc3ccc4c(c3)OCO4)CC2)n1
-4	-11	c1ccc(CN2CCC(Nc3cc(N4CCc5ccccc5C4)ncn3)CC2)cc1
-25	8	O=C(NCc1ccccc1)c1cncc(Nc2ccncc2)c1
.	-14	COc1ccccc1N1CCN(CC(O)COc2cccc3ccccc23)CC1 (stereo unspecified)
5	11	Cc1cc(NCc2nc3ccccc3[nH]2)nc(-c2ccc(C(=O)N3CCN(C)CC3)cc2)n1
0	9	c1ccc(OCCNc2ncnc3nc(-c4ccc(N5CCOCC5)nc4)[nH]c23)cc1
4	-20	O=C(Nc1ccc(Oc2ccccc2)cc1)c1cnc(NCCCN2CCCC2=O)s1
-5	-20	O=C(NCc1ccccc1)c1cnc(Nc2ccc(C(F)(F)F)cc2)s1
.	-4	CC(C)c1ccc([N+](=O)[O-])cc1S(=O)(=O)N1CCN(C)CC1
20	-9	CCCNc1nc(Nc2ccccc2)nc2c1ncn2-c1ccsc1
13	-6	O=c1[nH]c(C2COc3ccc(Cl)cc3C2)nc2ccc(-c3cn[nH]c3)cc12 (stereo unspecified)
-5	1	O=C1CCCN1CCn1cnc2c(Nc3ccccc3)nc(NCCN3CCOCC3)nc21
-6	-3	Brc1ccc(CCNc2nccc(Nc3ccncn3)n2)cc1
14	2	CC(=O)Nc1ccc(NC(=O)c2cccc(-c3csc4ccccc34)c2)cc1
9	-14	CN(C)c1cccc(Nc2cc(NCc3cccc(C(F)(F)F)c3)ncn2)c1
-26	-15	O=C1CCCN1CCCNc1nc(N2CCN(Cc3ccc4c(c3)OCO4)CC2)nc2c1ncn2CCN1CCCC1=O
-7	1	Cc1cnc(NC2CCC(O)CC2)nc1NCCCN1CCCC1=O (stereo unspecified)
-11	-4	CC(C)n1cnc2c(NCc3cccc(C(F)(F)F)c3)nc(Nc3ncccn3)nc21
.	-3	Cc1cc(N2CCOCC2)nc(N2CCN(C(=O)Cc3cccs3)CC2)n1
.	7	CCN1C(=O)Cc2cc(NC(=O)c3cccc(Br)c3)ccc21

Exported with two lines to a compound: two of the compounds above
Value order – ASK1 inh	ULK1 inh
CC(C)c1ccc([N+](=O)[O-])cc1S(=O)(=O)N1CCN(C)CC1
    .	-4
CCCNc1nc(Nc2ccccc2)nc2c1ncn2-c1ccsc1
    20	-9

22 of these compounds in a different format:
Molecule	ASK1 inh	ULK1 inh
O=C(O)c1ccc2c(c1)CC(c1nc3ccc(-c4cn[nH]c4)cc3c(=O)[nH]1)CO2 (stereo unspecified)	27	-4
CC(C)n1cnc2c(NC3CCN(Cc4ccccc4)CC3)nc(Nc3cccnc3)nc21	-12	7
O=C(Nc1ccccc1)c1cccc(N2CCN(Cc3ccc4c(c3)OCO4)CC2)n1	-6	-7
c1ccc(CN2CCC(Nc3cc(N4CCc5ccccc5C4)ncn3)CC2)cc1	-4	-11
O=C(NCc1ccccc1)c1cncc(Nc2ccncc2)c1	-25	8
COc1ccccc1N1CCN(CC(O)COc2cccc3ccccc23)CC1 (stereo unspecified)	.	-14
Cc1cc(NCc2nc3ccccc3[nH]2)nc(-c2ccc(C(=O)N3CCN(C)CC3)cc2)n1	5	11
c1ccc(OCCNc2ncnc3nc(-c4ccc(N5CCOCC5)nc4)[nH]c23)cc1	0	9
O=C(Nc1ccc(Oc2ccccc2)cc1)c1cnc(NCCCN2CCCC2=O)s1	4	-20
O=C(NCc1ccccc1)c1cnc(Nc2ccc(C(F)(F)F)cc2)s1	-5	-20
CC(C)c1ccc([N+](=O)[O-])cc1S(=O)(=O)N1CCN(C)CC1	.	-4
CCCNc1nc(Nc2ccccc2)nc2c1ncn2-c1ccsc1	20	-9
O=c1[nH]c(C2COc3ccc(Cl)cc3C2)nc2ccc(-c3cn[nH]c3)cc12 (stereo unspecified)	13	-6
O=C1CCCN1CCn1cnc2c(Nc3ccccc3)nc(NCCN3CCOCC3)nc21	-5	1
Brc1ccc(CCNc2nccc(Nc3ccncn3)n2)cc1	-6	-3
CC(=O)Nc1ccc(NC(=O)c2cccc(-c3csc4ccccc34)c2)cc1	14	2
CN(C)c1cccc(Nc2cc(NCc3cccc(C(F)(F)F)c3)ncn2)c1	9	-14
O=C1CCCN1CCCNc1nc(N2CCN(Cc3ccc4c(c3)OCO4)CC2)nc2c1ncn2CCN1CCCC1=O	-26	-15
Cc1cnc(NC2CCC(O)CC2)nc1NCCCN1CCCC1=O (stereo unspecified)	-7	1
CC(C)n1cnc2c(NCc3cccc(C(F)(F)F)c3)nc(Nc3ncccn3)nc21	-11	-4
Cc1cc(N2CCOCC2)nc(N2CCN(C(=O)Cc3cccs3)CC2)n1	.	-3
CCN1C(=O)Cc2cc(NC(=O)c3cccc(Br)c3)ccc21	.	7

The list goes on.
ASK1 inh	ULK1 inh	canonical_smiles
17	10	Nc1ncnc2nc(N3CCN(Cc4ccc5c(c4)OCO5)CC3)[nH]c12
.	-6	CC(=O)OC1CCC2(C)C(CCC3C2CCC2(C)C3CC3OC(C)(C)OC32C(C)=O)C1 (stereo unspecified)
.	-11	C[N+]12CCC(CC1)C(OC(=O)C(O)(c1ccccc1)c1ccccc1)C2 (stereo unspecified)
.	12	Cn1c(=O)[nH]c(N2CCc3ccccc3C2)c(Cc2ccc(C#N)cc2)c1=O
.	-12	Cc1cc(N2CCCC2)nc(N2CCN(C(=O)c3ccc(Cl)cc3)CC2)n1
-25	11	COc1cc(Nc2ncc(C)c(NCCN3CCOCC3)n2)cc(OC)c1OC
-24	-21	CC(=O)c1cccc(-c2nc(Nc3ccccc3)c3ncn(-c4ccsc4)c3n2)c1
-4	24	CCN(CC)C(=O)COc1cc(-c2ccnc(N)n2)ccc1NC(=O)C1COc2ccc(OC)cc2C1 (stereo unspecified)
30	4	COc1ccc(Nc2nccc(-c3cc(C#N)cc(N4CCOCC4)c3)n2)cc1
9	-5	Cc1ccc2c(c1)CC(C(=O)Nc1ccc(-c3cn[nH]c3)cc1OCC(=O)N(C)C)CO2 (stereo unspecified)
0	6	COc1cccc(C(=O)N2CCC(c3nc4ccncc4c(=O)[nH]3)C2)c1 (stereo unspecified)
-6	5	Cn1c(Nc2nc(NCc3nc4ccccc4[nH]3)c3ncn(CCN4CCCC4=O)c3n2)nc2ccccc21
1	-32	Nc1cccc(-c2nc(NC3CC3)c3[nH]cnc3n2)c1
1	-8	Nc1cccc(-c2cncc(C(=O)NCCOc3ccccc3)c2)c1
.	5	CC1CN(c2[nH]c(=O)n(C)c(=O)c2Cc2ccc(C#N)cc2)CC(C)O1 (stereo unspecified)
.	3	Cc1c(Cl)cccc1Nc1ncccc1C(=O)OCC(O)CO (stereo unspecified)
-10	-1	CC(C)n1c(Nc2ccccn2)nc2c(NCCOc3ccccc3)ncnc21
12	3	COc1ccc(-c2nc3ccc(C(=O)NCc4ccccc4)cc3s2)cc1
7	8	Nc1nccc(-c2ccc3nc(C4COc5ccccc5C4)oc3c2)n1 (stereo unspecified)
9	-48	c1ccc(-n2cnc3c(NCCN4CCOCC4)nc(-c4csc5ccccc45)nc32)cc1
-12	-7	CC(C)n1c(Nc2ccccc2)nc2c(NC3CCN(Cc4ccccc4)CC3)ncnc21
-6	-12	FC(F)(F)c1ccc(Cn2cnc3c(NCc4cccnc4)nc(N4CCc5ccccc5C4)nc32)cc1
-7	-13	COc1ccc(-c2nc(C)cc(Nc3ccc(Oc4ccccc4)cc3)n2)cn1
.	8	COc1ccc(C(=O)N2CCN(CC(=O)N3CCOCC3)CC2)cc1
17	8	c1cc(-n2cc(-c3ncn[nH]3)cn2)cc(Nc2ccc(N3CCOCC3)cc2)n1
3	11	Cn1c(Nc2ccc(N3CCC(C(=O)NCCN4CCOCC4)CC3)nn2)nc2ccccc21
-11	-11	COc1ccc(CCNC(=O)c2csc(-c3ccc(N4CCOCC4)nc3)n2)cc1
.	5	Cc1c(C)n(CCN(C)C)c2ccc(C(=O)OCCN(C)C)cc12
-17	4	CCNc1nc(NCCCN2CCCC2=O)c2ncn(CCN3CCCC3=O)c2n1
.	11	CCc1c(C)nc(-n2nc(C)cc2NC(=O)c2ccccc2Cl)[nH]c1=O
7	-3	Cc1nn(C)c(C)c1-c1cc(NCc2cccc(C(F)(F)F)c2)nc(N)n1
-4	-5	O=C1CCCN1CCCNc1nc(Nc2nccc3ccccc23)nc2c1ncn2Cc1ccc(C(F)(F)F)cc1
5	21	O=C(Cc1cn(-c2ccc(Cl)nn2)c2ccccc12)NCCN1CCOCC1
6	80*	c1cc(Cn2ccnc2)cc(Nc2nccc(-c3cncc(N4CCOCC4)c3)n2)c1
.	-7	Cn1c(=O)cc(NCc2cccnc2)n(Cc2ccc(F)cc2F)c1=O
18	1	CCCNc1nc(Nc2cccc(N(C)C)c2)nc2c1ncn2-c1ccsc1
7	-6	c1cc(NC2CC2)nc(NCc2ccc3c(c2)OCO3)n1
.	-1	Cc1ccccc1-c1cc(=O)c2cc(NC(=O)c3ccncc3)ccc2o1
1	3	NC(=O)c1ccc2cnn(-c3ccc(C(=O)Nc4ccc(N5CCOCC5)cc4)cc3)c2c1
-18	11	Cc1cncc2cccc(NC3CCNCC3)c12
-2	-12	CC(=O)c1cccc(-c2nc(NCCc3ccc(O)cc3)c3ncn(CCN4CCCC4=O)c3n2)c1
-19	30	O=C(Nc1ccc(N2CCOCC2)cc1)c1cnc(Nc2ccncc2)s1
17	2	CCc1nc2ccc(Nc3nccc(-c4cncc(N5CCOCC5)c4)n3)cc2o1
-6	-4	CS(=O)(=O)c1cc(-c2ccnc(Nc3ccc(-n4cnc(N5CCCC(O)C5)n4)cc3)n2)cc(N2CCOCC2)c1 (stereo unspecified)
4	-3	CC(C)n1c(NCCN2CCOCC2)nc2c(NCc3ccccc3)ncnc21
-11	7	CCN(CC)C(=O)C1CCCN(c2cc(C(=O)NCCc3ccc(OC)cc3)c3ccccc3n2)C1 (stereo unspecified)
-2	17	OCc1ccc(-c2ncn(-c3ccc(Nc4nccc(-c5cc(F)cc(N6CCOCC6)c5)n4)cc3)n2)nc1
10	-8	CC(=O)Nc1ccc(Nc2nc(N3CCc4ccccc4C3)nc3c2ncn3C2CCCCC2)cc1
2	3	NC(=O)c1ccc2nc(N3CCN(c4ccccn4)CC3)sc2c1
12	31	CN(c1ncccc1CNc1cc(Nc2ccc3c(c2)CC(=O)N3)ncc1C(F)(F)F)S(C)(=O)=O
-7	-9	CC(C)N(CCNc1nc(-c2cccc(N)c2)nc2c1ncn2C1CCCCC1)C(C)C
.	14	O=C(O)c1ccc2c(c1)C(=O)N(c1ccc(Oc3ccc(C(=O)O)c(C(=O)O)c3)cc1)C2=O
-20	-1	CCN1CCN(c2c(Cl)cccc2NC(=O)c2ccc(-c3ccccc3)o2)CC1
-31	-13	Cc1cnc(Nc2nccc3ccccc23)nc1NCCOc1ccccc1
